Source: PubChem BioAssay
EBI2 block: antagonists of human EBI2 receptor; 360,000 tested, 0.81% active; AID 651636; inhibition, % at 5 µM; EBI2 beta-arrestin recruitment, luminescence, 7a,25-OHC stimulated; in the data active = inhibition above about 38%;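 note: enzyme fragment complementation signal reports receptor beta-arrestin coupling in cells; 0% = agonist plus DMSO wells and 100% = wells without agonist; some results beyond the cut were filed as inactive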
Target sequence (P32249 whole entry, looked up, the tested form may be a part): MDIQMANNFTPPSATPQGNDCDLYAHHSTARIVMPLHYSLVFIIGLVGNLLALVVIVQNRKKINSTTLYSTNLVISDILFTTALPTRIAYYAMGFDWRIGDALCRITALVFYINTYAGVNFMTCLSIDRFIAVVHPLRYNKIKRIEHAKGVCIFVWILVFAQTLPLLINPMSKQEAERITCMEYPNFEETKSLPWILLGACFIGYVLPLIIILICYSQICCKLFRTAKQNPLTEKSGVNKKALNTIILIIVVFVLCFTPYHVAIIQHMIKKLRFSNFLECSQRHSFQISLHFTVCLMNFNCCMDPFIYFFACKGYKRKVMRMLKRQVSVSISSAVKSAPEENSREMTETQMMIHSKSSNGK
CXCR6 block: blocks human CXCR6 beta-arrestin recruitment; O00574; CHO-K1 PathHunter CXCR6 beta-arrestin, luminescence; inhibition, % at 20 µM; 360,000 tested, 0.36% active; in the data active = inhibition above about 34%, passing the limit was not always enough;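 note: antagonist mode with CXCL16 agonist at 10 nM final; 0% = 10 nM CXCL16 with DMSO and 100% = unstimulated wells without agonist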
Target sequence (O00574 whole entry, looked up): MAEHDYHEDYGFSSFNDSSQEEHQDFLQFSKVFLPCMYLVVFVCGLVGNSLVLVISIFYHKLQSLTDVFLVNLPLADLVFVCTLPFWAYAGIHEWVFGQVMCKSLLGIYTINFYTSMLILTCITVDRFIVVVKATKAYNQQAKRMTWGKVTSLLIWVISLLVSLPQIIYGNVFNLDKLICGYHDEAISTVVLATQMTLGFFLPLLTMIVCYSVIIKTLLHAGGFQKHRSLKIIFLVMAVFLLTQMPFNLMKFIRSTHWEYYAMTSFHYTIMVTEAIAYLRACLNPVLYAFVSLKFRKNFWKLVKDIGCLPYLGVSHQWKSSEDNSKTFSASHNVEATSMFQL
An asterisk follows results filed as active.

smiles	EBI2 block	CXCR6 block
CCOC(=O)C1=CCN(S(=O)(=O)c2ccccc2Cl)C1c1cccc(C)c1 (stereo not given)	40*	1
COc1cccc(C(N)c2nc(-c3cc(F)cc(F)c3)cs2)c1 (stereo not given)	3	2
COc1ccccc1CN(C)C[C@@H]1OCc2cnnn2CCCC(=O)N([C@H](C)CO)C[C@H]1C	-11	3
CC(C)CC1C(=O)N(Cc2cn(CCC3OCCCO3)nn2)CCS(=O)(=O)N1Cc1ccc(-c2cccc(N(C)C)c2)cc1 (stereo not given)	-1	4
Cc1cccc(COC[C@H](Cc2ccccc2)N2CCN(C(=O)c3ccc(C(F)(F)F)cc3)CCC2=O)c1	17	2
CC(C)(C)c1ccc(CC(=O)N2CCC2(C)C(=O)Nc2ccc3[nH]ncc3c2)cc1 (stereo not given)	9	-4
Cc1ccc2nc(NC3=NC4(CCCC4)C4=C(CCCC4=O)N3)oc2c1	21	-16
COc1ccc(OCCN2CCC(C(=O)NC(C)c3cccc4ccccc34)CC2)cc1 (stereo not given)	7	6
CC(=O)OC[C@@H]1CN(Cc2ccccc2)C[C@H](n2cnc3c(N4CCN(c5ccccc5)CC4)ncnc32)O1	14	6
CCOC(=O)[C@]12CCC=C1N(Cc1ccccc1)C(=O)[C@H](CC(=O)NCCCCc1ccccc1)C2	19	14
Cc1cc(C)cc(CC(=O)N2CCC2(C)C(=O)NS(=O)(=O)c2ccc(C(C)(C)C)cc2)c1 (stereo not given)	4	-4
CCCOc1ccc(F)cc1-c1cc(C(=O)NCc2ccco2)[nH]n1	-6	2
O=S1(=O)CC(N2CCN(CCO)CC2)CN1Cc1cn(Cc2ccccc2C(F)(F)F)nn1 (stereo not given)	-13	5
CCc1nc2ccc(C(=O)N3CCN(C(C)=O)CC3)cn2c1N(C)C(=O)c1cccc(OC)c1	5	2
COc1ccc(C2=Nc3ccccc3NC(=O)C2N(Cc2ccc(F)cc2)C(=O)c2ccco2)cc1 (stereo not given)	9	2
Cc1ccc(NC(=O)CCCN2C(=O)C(c3ccccc3)Oc3cccnc32)c(C)c1 (stereo not given)	1	5
CCc1nc2c(OCC(=O)C(C)(C)C)cccn2c1N(C)C(=O)c1cccs1	5	4
CN(C(=O)C1Cc2c(-c3ccc(Cl)cc3)ccnc2O1)c1ccccc1 (stereo not given)	7	6
C[C@H](CO)N1C[C@H](C)[C@@H](CN(C)S(=O)(=O)c2ccccc2)OCc2cn(nn2)CCCC1=O	2	-5
C=CCN1C(=O)/C(=C/N(C)C)S/C1=N\S(=O)(=O)c1cccs1	-10	2
CCCc1ccc2c(C(F)(F)F)cc(C(F)(F)F)cc2n1	0	-6
CC(C)N1CCC(C)(C(=O)Nc2cc(-c3ccccc3)nn2C)C1 (stereo not given)	-5	-11
Cn1c(SCC(=O)NC2CCCCC2)nc2c(c1=O)SCC2	-2	-6
COc1ccccc1CNc1nc(NCCN2CCNC2=O)c2sccc2n1	0	-1
COCC(=O)N1C[C@H]2CON(C)[C@H]2C[C@H]1c1cccc(-c2ccccc2)c1	0	-1
CN(C)c1nc(N)nc(CSc2nnnn2-c2ccc(Cl)cc2)n1	-1	-4
CCN(CC)C(=O)C1=C(C)N(CCC2=CCCCC2)C(=O)C(CC(=O)NCCCN(C)C)C1 (stereo not given)	-3	-1
O=S(=O)(c1ccc(NC(=S)N2CCCCC2CO)cc1)N1CCOCC1 (stereo not given)	-2	5
Cc1cc(C)cc(Cn2cc(CN3CC(N4CCN(CCN(C)C)CC4)CS3(=O)=O)nn2)c1 (stereo not given)	-7	7
CC(=O)Nc1cc(-c2ccc(C(=O)N3CCOCC3)cc2)cn2c(-c3ccc(F)cc3)cnc12	-3	5
CCOc1ccc(-c2cc(C(=O)Nc3cc(OC)c(OC)c(OC)c3)[nH]n2)c(C)c1	-6	-4
CCN(CC)C(=O)c1cccc(-c2csc(C(O)c3cccc(OC)c3)n2)c1 (stereo not given)	3	-7
Cc1ccc(NC(=O)COc2ccccc2)cc1S(=O)(=O)N1CCCCC1	-4	-1
COc1ccc(CN2CCC2(C)C(=O)Nc2cccc(NS(C)(=O)=O)c2)c2ccccc12 (stereo not given)	8	9
CC(C)=CCn1c2ccc(NC(=S)NC3CC3)cc2c(=O)n1C	-4	5
OC(c1cccc(Cl)c1)c1nc(-c2ccc(F)c(Cl)c2)cs1 (stereo not given)	-4	-8
CC1(C(=O)Nc2cccc3ccccc23)CCN1C(=O)C1(c2ccccc2)CCCC1 (stereo not given)	23	7
COc1ccc(C(=O)NC[C@H]2O[C@@H](n3cnc4c(N)ncnc43)[C@H](O)[C@@H]2O)cc1OC	-4	-7
COCCNc1nc2c(c(=O)n(C)c(=O)n2C)n1CCCc1ccccc1	3	-2
C[C@@H]1CN([C@@H](C)CO)C(=O)CCCn2nncc2CO[C@H]1CN(C)C(=O)Nc1ccc2c(c1)OCO2	-7	-10
O=C1NC[C@@H](CCCCN2C[C@H](Cc3ccc(O)cc3)N(CCc3ccccc3)C(=O)C2=O)N(CCC2CCCCC2)C1=O	0	-6
C[C@H](CO)N1C[C@H](C)[C@@H](CN(C)C(=O)Nc2ccc(C(C)(C)C)cc2)OCc2cnnn2CCCC1=O	-5	2
CCCCN(C=O)c1c(CC)nc2c(OCc3ccccc3C(=O)OC)cccn12	11	1
Cc1cc(Br)c(NC(=O)CN2C(=O)NC3(CCOc4ccccc43)C2=O)c(Br)c1 (stereo not given)	3	-11
COc1ccc(NC(=O)N(C)C[C@H]2OCCCC[C@@H](C)Oc3ccc(N(C)C)cc3C(=O)N([C@H](C)CO)C[C@@H]2C)cc1	-4	-4
Cc1ccccc1S(=O)(=O)N(C)C[C@@H]1OCc2cnnn2CCCC(=O)N([C@H](C)CO)C[C@@H]1C	0	-2
O=C1NC[C@@H](CCCCN2C[C@H](Cc3ccccc3)N(CCC3CCCCC3)C(=O)C2=O)N(CCc2ccccc2)C1=O	8	13
CCOC(=O)C(=O)N(C)c1c(CC)nc2c(OCc3ccccc3)cccn12	1	0
COc1ccc(C(C)(O)c2nc(/C=C/c3ccccc3)cs2)cc1 (stereo not given)	-5	1
O=C(O)c1ccc([N+](=O)[O-])nc1	-6	-5
O=c1cc(CCc2ccccc2)[nH]c(=O)[nH]1	5	3
CN(C)c1cccc(CNC(=O)c2ccc3nc([C@H]4C[C@H](O)[C@@H](CO)O4)[nH]c3c2)c1	-4	-2
C=Cc1ccc(Cn2c(C)c(C(=O)NCCC#N)sc2=O)cc1	-4	0
CCOC(=O)C1=CCC(c2cccc3ccccc23)N(S(=O)(=O)c2ccc(C)cc2)C1 (stereo not given)	6	-15
COc1ccc(NC(=O)c2cc(C3CCCCN3C(=O)c3ccc(Cl)cc3)on2)c(C)c1 (stereo not given)	5	6
COc1ccc(-c2cc(C(F)(F)F)n3nc(C(N)=O)cc3n2)cc1	-4	4
Cc1ccc(-n2c(-c3ccc(Br)cc3)n[nH]c2=S)c(C)c1	-1	11
CC(C)c1ccc(C(=O)N2CCCCC2c2cc(C(=O)Nc3ccncc3)no2)cc1 (stereo not given)	-7	2
CCc1ccc(C(O)c2ncc(-c3ccccc3OC)[nH]2)cc1 (stereo not given)	-11	-9
Cc1ccccc1-c1cnc(C(O)c2ccc(Cl)cc2)[nH]1 (stereo not given)	-8	-7

Additional structures follow.
smiles	EBI2 block	CXCR6 block
Cc1ccc([C@H]2C[C@@H](n3cc(COC(=O)c4ccccc4)nn3)[C@H](O)CN2C(=O)c2cccs2)cc1	3	9
COC(=O)CCCC[C@@H]1O[C@H](CCc2ccccc2)CC2=C1C(=O)OC(C)(C)O2	8	0
Cn1nc(C(C)(C)C)cc1C(=O)N1CCC(C)(C(=O)NS(=O)(=O)C2CC2)C1 (stereo not given)	0	1
CC1(C(=O)Nc2cccc(C(F)(F)F)c2)Cc2c(-c3cccc(C(N)=O)c3)ccnc2O1 (stereo not given)	9	-1
Cc1ccc(-c2ccc(CN3C(C(C)C)C(=O)N(Cc4cn(Cc5ccco5)nn4)CCS3(=O)=O)cc2)cc1 (stereo not given)	10	1
CCN(CC)C(=O)c1cccc(-c2csc(C(O)c3ccc(F)cc3)n2)c1 (stereo not given)	-5	-11
COCC1CCN(C(=O)c2ccc3oc(CCc4ccccc4)nc3c2)C1 (stereo not given)	-14	2
CCOc1ccc(OCC)c(NC(=O)C2C3C=CC(O3)C2C(=O)O)c1 (stereo not given)	-6	-4
Cc1cc2nc(-c3ccco3)c(Cc3ccccc3C(F)(F)F)n2c(C)c1Br	9	7
O=C1Nc2cccc3c2N(CCC3)C2=C1CCC2	1	0
N#Cc1cccc(NC(=O)c2cc(C3CCCCN3S(=O)(=O)c3ccccc3)on2)c1 (stereo not given)	-3	5
COc1ccc(OC)c(-c2nn(-c3ccccc3)cc2C(=O)NC2(C)CCS(=O)(=O)C2)c1 (stereo not given)	-4	0
CCCS(=O)(=O)NC(=O)C1(C)CCN(C(=O)c2ccco2)C1 (stereo not given)	-5	5
Cc1nc(C)c(-c2csc(Nc3ccc(Cl)cn3)n2)s1	9	-2
COc1cc(OC)nc(Nc2nc(C(N)COCc3ccccc3)cs2)n1 (stereo not given)	-3	3
CCc1nc2ccc(C(=O)N(C)Cc3ccco3)cn2c1N(C)C(=O)Cc1ccccc1	-16	6
O=C1c2ccccc2C(=O)N1N=Cc1ccc2c(c1)OCO2	0	9
O=C(c1ccc(=O)[nH]c1)N(c1ccccc1)C(CCc1ccccc1)c1nc2ccccc2[nH]1 (stereo not given)	4	0
O=C(COC(=O)C1CCN(S(=O)(=O)c2ccc(Cl)c(C(F)(F)F)c2)CC1)NCC1CCCO1 (stereo not given)	-4	-2
Nc1[nH]c(C(=O)c2ccccc2)c(-c2cccnc2)c1C(=O)NCCc1ccc(Cl)cc1Cl	22	-8
O=C(NCc1ccccc1F)Nc1nnc([C@@H]2C[C@H](O)[C@@H](CO)O2)s1	-4	6
O[C@H]1C[C@H](c2ccc(Cl)cc2)N(Cc2cccs2)C[C@@H]1n1cc(C2CC2)nn1	7	-11
CSc1ccc(CNC(=O)C2(C)CCCN(C(C)=O)C2)cc1 (stereo not given)	-12	-2
CC(C)Nc1ncnc2c1ncn2[C@H]1CN(CCN2CCOCC2)C[C@@H](CO)O1	-6	-4
C[C@H]1Cn2cnc(C(=O)NCc3ccc(CNC(=O)OC(C)(C)C)cc3)c2C(=O)N1	-3	-12
CC(C)C[C@H]1CNC(=S)N1C[C@H]1CCCN1C[C@H](Cc1ccc(O)cc1)N1C[C@H](Cc2ccccc2)N(CCc2ccccc2)C1=S	16	14
O=C(CCC1CCN(C(=O)C2CC=CCC2)CC1)Nc1ccccc1 (stereo not given)	-8	0
CCCCCC(=O)N1C[C@@H](O)[C@H](n2cc(C3CC3)nn2)C[C@@H]1c1ccc(C)cc1	-6	-5
CC(=O)NC(c1cccc(F)c1)c1nc(-c2ccc(N(C)C)cc2)cs1 (stereo not given)	-4	9
CCCCN(C=O)c1c(CC)nc2ccc(C(=O)N(C)Cc3ccccc3)cn12	-8	5

Four records drawn at random from those above:
smiles	EBI2 block	CXCR6 block
COc1ccc(CN2CCC2(C)C(=O)Nc2cccc(NS(C)(=O)=O)c2)c2ccccc12 (stereo not given)	8	9
CCCc1ccc2c(C(F)(F)F)cc(C(F)(F)F)cc2n1	0	-6
Nc1[nH]c(C(=O)c2ccccc2)c(-c2cccnc2)c1C(=O)NCCc1ccc(Cl)cc1Cl	22	-8
CCN(CC)C(=O)C1=C(C)N(CCC2=CCCCC2)C(=O)C(CC(=O)NCCCN(C)C)C1 (stereo not given)	-3	-1

Reformatted: results already given
SMILES: CC(C)C[C@H]1CNC(=S)N1C[C@H]1CCCN1C[C@H](Cc1ccc(O)cc1)N1C[C@H](Cc2ccccc2)N(CCc2ccccc2)C1=S
  EBI2 block = 16	CXCR6 block = 14
SMILES: O=C(CCC1CCN(C(=O)C2CC=CCC2)CC1)Nc1ccccc1 (stereo not given)
  EBI2 block = -8	CXCR6 block = 0

(listing goes on)
Order of values – EBI2 block, CXCR6 block
CC(=O)Nc1cc(-c2ccc(N)nc2)cn2c(-c3cccc(C(F)(F)F)c3)cnc12
  18, 1
N#CCCCc1cn(-c2nc3ccccc3s2)nn1
  -5, -4
CCS(=O)(=O)NC(=O)C1(C)CCN1C(=O)Cc1ccc(Cl)cc1Cl (stereo not given)
  -11, 9
O=C(Nc1c(Cl)ccc2nsnc12)c1ccc(Br)o1
  -8, -1
CC(C)C(C=Cc1ccccc1)=NNS(=O)(=O)c1ccccc1
  -1, 2
C[C@@H]1CN([C@H](C)CO)C(=O)CCCn2nncc2CO[C@H]1CN(C)S(=O)(=O)c1ccc(-n2cccn2)cc1
  -6, -2
COc1ccc(-c2ccc(C(=O)Nc3ccc(NC(C)=O)cc3)c3occc23)c(C)c1
  -40, -3
COc1ccc(OC)c(NC(=O)Nc2nc(C(N)CCc3ccccc3)cs2)c1 (stereo not given)
  5, -14
O=C(NCc1cccs1)c1ccc2nc([C@@H]3O[C@H](CO)[C@H](O)[C@H](O)[C@H]3O)[nH]c2c1
  -2, -2
OCc1ccc(-c2cncc3nccn23)cc1
  -7, 0
COCCNc1nc(NCc2ccccc2)nc2ccsc12
  -9, -16
COCCCNC(=O)c1cccc2c(-c3ccnn3C)coc12
  0, 3
CCCNC(=O)Cn1nc(-c2ccccc2OC)ccc1=O
  -7, -8
COc1cccc(Cn2c3ccc(NC(=O)Cc4cc(OC)ccc4OC)cc3c(=O)n2C)c1
  -4, 4
COC(=O)[C@]12CCCCC=C1N(Cc1ccc(Cl)cc1Cl)C(=O)[C@H](CC(=O)N1CCCC1)C2
  6, 4

Compound profiles, from the list above.
Entry for CCS(=O)(=O)NC(=O)C1(C)CCN1C(=O)Cc1ccc(Cl)cc1Cl (stereo not given) = EBI2 block = -11; CXCR6 block = 9
Entry for COc1ccc(OC)c(NC(=O)Nc2nc(C(N)CCc3ccccc3)cs2)c1 (stereo not given) = EBI2 block = 5; CXCR6 block = -14

A portion of the library. The share of hits here may be higher or lower than overall.
